Source: PubChem
TAAR1 agonist – agonists of human TAAR1. Q96RJ0. CHO RD-HGA16 TAAR1, Fluo-8 calcium fluorescence; vehicle wells 0%, saturating PEA agonist 100%. activation, % at 3 µM. actives 0.99% (n = 360,000);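 active = activation above the mean activation of all test compounds in the run plus 3 SD, cut at about 38% in these data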
Target sequence (Q96RJ0 whole entry, looked up): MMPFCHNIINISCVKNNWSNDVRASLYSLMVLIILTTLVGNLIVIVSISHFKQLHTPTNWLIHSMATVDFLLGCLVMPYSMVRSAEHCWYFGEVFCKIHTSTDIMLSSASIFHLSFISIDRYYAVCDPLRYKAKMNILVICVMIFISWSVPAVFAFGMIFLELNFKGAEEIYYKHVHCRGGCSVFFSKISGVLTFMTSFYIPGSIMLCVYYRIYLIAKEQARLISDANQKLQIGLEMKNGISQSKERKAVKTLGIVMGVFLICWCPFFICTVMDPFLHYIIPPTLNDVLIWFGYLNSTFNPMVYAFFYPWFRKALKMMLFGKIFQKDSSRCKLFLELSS
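Repeats: no replicates (n 1) | Material: CHO-derived RD-HGA16 cells with stable Gα16 and human TAAR1 | Technique: Kinetic Fluo-8 calcium fluorescence | Schedule: 17-24 h seeding, 75 min 37 °C dye, 30 min RT | Evaluation: % activation from peak over basal fluorescence ratio, DMSO-to-PEA scaled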
CHO-K1 Ca antag – nonselective inhibitor or artifact in parental CHO-K1 cells; ATP-induced calcium, Fluo-8 fluorescence; inhibition, % at 3 µM; actives 0.6% (n = 360,000);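 active = inhibition above a per-plate cutoff, the plate's mean sample inhibition plus 3 SD, cut at about 24% in these data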;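 also: 0% = DMSO plus EC80 ATP and 100% = DMSO alone without ATP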
M1 ag – human M1 muscarinic receptor agonism | P11229 | CHO-K1 hM1, Fluo-8 calcium fluorescence, agonist mode; 0% DMSO, 100% acetylcholine EC100 | activation, % at 3 µM | actives 0.33% (n = 360,000) | AID 588814;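 active = activation above the run's mean compound activation plus 3 SD, cut at about 16% in these data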;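 also: peak over basal fluorescence ratio within a 140 s kinetic read after compound addition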
Target sequence (P11229 whole entry, looked up): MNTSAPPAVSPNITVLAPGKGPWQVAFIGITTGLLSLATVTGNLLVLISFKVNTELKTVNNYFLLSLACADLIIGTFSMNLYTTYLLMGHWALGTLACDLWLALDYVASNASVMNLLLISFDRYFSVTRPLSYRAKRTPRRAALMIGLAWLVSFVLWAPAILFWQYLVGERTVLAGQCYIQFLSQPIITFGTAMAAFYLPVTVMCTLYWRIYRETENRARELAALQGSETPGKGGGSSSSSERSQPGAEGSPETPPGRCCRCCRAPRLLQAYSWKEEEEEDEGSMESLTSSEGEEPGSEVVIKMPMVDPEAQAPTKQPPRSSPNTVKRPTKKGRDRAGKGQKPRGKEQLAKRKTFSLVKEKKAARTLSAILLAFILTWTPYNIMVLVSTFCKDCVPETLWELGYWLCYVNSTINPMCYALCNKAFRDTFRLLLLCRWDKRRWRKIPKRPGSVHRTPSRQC
TAAR1 antag – human TAAR1 antagonism. Q96RJ0. CHO RD-HGA16 TAAR1, Fluo-8 calcium fluorescence, antagonist. inhibition, % at 3 µM. actives 1.5% (n = 360,000);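 active = inhibition above a per-plate cutoff, the mean inhibition of test compounds on that plate plus 3 SD, cut at about 49% in these data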;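 also: 0% = DMSO plus EC80 beta-PEA response and 100% = DMSO alone without agonist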
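System: CHO RD-HGA16 cells bearing hTAAR1. Reagent: EC80 β-phenethylamine stimulus. Schedule: seeding 17-24 h prior, 75-min 37 °C, 30-min RT dye loading. Signal: Fluo-8 intracellular calcium dye fluorescence, real-time kinetic reads. Read-out: % inhibition from peak post-agonist over basal fluorescence ratio. Benchmarks: vehicle wells and EC80 agonist wells. Replicates: n of 1.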
CHO parental Ca – signal in parental CHO cells, OX1R antagonist counter-screen. parental CHO-K1, ATP-induced calcium, Fluo-8 fluorescence. actives 0.63% (n = 330,000). inhibition, % at 5.6 µM. AID 463079;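 active = inhibition above that plate's mean sample inhibition plus 3 SD, cut at about 26% in these data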;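 also: 0% = ATP-challenged DMSO wells and 100% = DMSO wells without ATP; some compounds past the cut are filed as inactive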
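material = parental CHO cells | also added = ATP as calcium-mobilizing challenge | dosing = single point at 5.6 µM | detection = intracellular calcium via Fluo-8 no-wash fluorescent dye | read-out = % inhibition | benchmarks = low control ATP plus DMSO, high control DMSO only | repeats = one well per compound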
CHRM1 antagonist – blocks human M1 muscarinic receptor. inhibition, % at 3 µM. actives 1.3% (n = 360,000). AID 588852. CHO-K1 hM1, Fluo-8 calcium fluorescence, ACh EC80 antagonist;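 active = percent inhibition above its own plate's cutoff, namely the mean of that plate's compound wells plus 3 SD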;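 also: peak over basal fluorescence ratio during 140 s after agonist addition; 0% = ACh EC80 plus DMSO and 100% = DMSO alone without agonist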
M1 PAM parental – M1 PAM counterscreen hit in parental CHO-K1 cells. ATP EC20, Fluo-8 calcium fluorescence; 0% at ATP EC20, 100% at ATP max. activation, % at 3 µM. actives 0.02% (n = 360,000);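 active = activation above the run cutoff, the mean activation of all test compounds plus 3 SD, cut at about 40% in these data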;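 also: peak over basal fluorescence ratio in a 140 s read after ATP addition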
OXTR potentiator – human OXTR potentiation | actives 0.061% (n = 320,000) | AID 2445 | activation, % at 3 µM | CHO-OTR cells, Fluo-8 calcium fluorescence, potentiator mode; 0% = oxytocin EC15, 100% = EC100;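 active = activation above that plate's cutoff, the mean activation of tested compounds plus 3 SD, cut at about 6.6% in these data, passing the limit was not always enough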;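 also: 100% uses oxytocin at 75 nM as the full agonist control; some results filed as inactive read as strong as hits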
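System: human OTR in CHO cells; Also added: sub-maximal oxytocin, roughly EC15; Timing: compound 6 min at room temperature before oxytocin, 100 s read; Technique: Fluo-8 intracellular calcium fluorescence, ex 470-495, em 515-575 nm; Controls: oxytocin EC15 low and EC100 high; Replication: singlicate.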
CHO-K1 Ca ag – counter-screen for M1 agonists: effect in parental CHO-K1 cells; Fluo-8 calcium fluorescence; scaled to maximal ATP response, vehicle zero; activation, % at 3 µM; actives 0.48% (n = 360,000); in the data active = activation above about 15%;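 also: untransfected CHO-K1 host cells lacking M1 receptor as counterscreen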
An asterisk follows results filed as active; / = no result given.

SMILES	TAAR1 agonist	CHO-K1 Ca antag	M1 ag	TAAR1 antag	CHO parental Ca	CHRM1 antagonist	M1 PAM parental	OXTR potentiator	CHO-K1 Ca ag
O=C1CCC[C@@H]2Cc3nc4cc5c(cc4cc3[C@@H]3CCN1[C@H]23)OCO5	15	-13	-4	3	/	-11	15	/	0.1
O=C(CNC(=O)c1ccco1)N/N=C/c1c[nH]c2ccccc12	6	-7	0	7	2	3	0	-4	0.1
C=CCn1c(SCC(=O)CC(=O)OCC)nc2cc(C(=O)N3CCC(C(N)=O)CC3)ccc2c1=O	0	-2	-6	-13	-27	2	11	-8	-0.3
O=C(CSc1nc2c(cnn2-c2ccc(F)cc2)c(=O)[nH]1)Nc1nccs1	3	-10	-2	-21	4	-11	22	6	0.6
CC(=O)Nc1cc(NC(C)=O)cc(C(=O)NCC2(N3CCOCC3)CCCCC2)c1	0	-6	-1	-11	/	14	-14	/	0.4
C=C(C)CSc1nnc2n(C)c(=O)c3c4c(sc3n12)CCC4	6	4	-6	8	-26	1	12	2	0.9
COc1ccc(/C=C/C(=O)OCC(=O)N2c3ccccc3CC2C)cc1OC (stereo not given)	3	-5	-3	-14	/	-12	12	/	0.4
O=C(NCc1ccccc1)c1ccc2c(c1)C(=O)N(Cc1cccnc1)C2=O	-2	2	1	-9	/	-9	7	/	0.9
Cc1ccc(C(=O)CSc2nc(N)cc(=O)[nH]2)cc1	1	-4	-2	0	-10	-3	19	-5	0.5
CCOc1ccccc1N1CC(C(=O)N2CCN(Cc3ccc(C#N)cc3)CC2)CC1=O (stereo not given)	11	-4	-2	14	-23	-3	11	-8	1.5
COC(=O)c1ccc(C(=O)OC)c(NC(=O)CN(C)Cc2cccc(Cl)c2Cl)c1	-1	-3	-7	5	-13	-1	13	-11	0.6
O=C(Nc1nnc(C2CC2)o1)c1ccc(S(=O)(=O)N2CCc3ccccc3C2)cc1	-1	-9	-4	3	-8	15	-5	-18	-0.6
Cc1ccc(S(=O)(=O)n2nc(OC(=O)c3ccccc3F)cc2N)cc1	65*	-1	-2	17	2	-5	3	-3	0.9
COc1ccc(C(CNC(=O)C(C)Oc2ccc(Br)cc2)N2CCCCC2)cc1 (stereo not given)	1	-13	-7	-14	-23	2	7	0	1.5
CCOC(=O)CNC(=O)CSc1nnc(NC(=O)c2ccc(C)cc2)s1	0	-12	-1	-4	-9	-10	5	8	1.4
CSc1nc2ccc(Cl)cc2[nH]1	0	-5	-4	13	-13	0	21	0	0.9
Cc1ccc(-c2nc(C(Cl)Cl)c3ccccc3n2)cc1	5	-8	-1	-48	-13	-3	4	-2	0.5
Cc1cccc(N2CCN(C(=O)c3csc4ccccc34)CC2C)c1 (stereo not given)	3	-2	-6	20	-12	3	9	-2	2.3
CC(NC(=O)c1ccc(Br)o1)C1CCCO1 (stereo not given)	2	-4	-3	2	-6	-13	2	-4	0.7
CCCC1CCc2c(sc(N)c2C(N)=O)C1 (stereo not given)	0	-23	-3	0	-17	-5	17	-13	0.5
O=C(NCSC1=NCCS1)c1ccccc1	1	-15	-6	2	0	-14	13	-1	0.3
Cc1oc(C(N)=O)cc1COc1ccc(C(N)=O)cc1	3	-4	0	7	-7	5	8	-8	0.5
COC(=O)c1cc(C(=O)NCc2ccc3c(c2)OCO3)cc([N+](=O)[O-])c1	0	-5	-3	9	-13	-7	25	-12	-0.1
CCC1CCCCN1C(=O)/C=C/c1ccc2c(c1)OCO2 (stereo not given)	6	-7	-2	-12	-5	-7	3	-15	0.8
O=C(NCCCc1ccccc1)c1cccc(S(=O)(=O)N2CCOCC2)c1	2	-15	-4	-10	-13	-1	21	-3	1.3
COc1ccccc1N1CCN(/N=C/c2cc(OC)c(OC)c(OC)c2)CC1	0	-9	-9	-27	-11	2	18	-7	0.8
CCOC(=O)CN1CC(C)(C)N(CC(=O)OCC)CC1(C)C	1	7	-2	10	/	8	-3	/	0.2
COc1cc2c(cc1OC)C(C(=O)N1CCCC1)C(c1ccccc1F)N(C)C2=O (stereo not given)	1	11	0	8	-1	-7	-8	-9	-0.2
CC(Nc1nc(C(F)(F)F)nc2ccccc12)c1cccs1 (stereo not given)	4	-13	0	-1	-11	2	7	-10	-0.1
CCOC(=O)C1CCCN(S(=O)(=O)c2ccc(OC)c3ccccc23)C1 (stereo not given)	14	-2	-2	8	-23	-2	16	-12	1.8
C=CCNCCCOc1ccc(Cl)cc1C(C)(C)C	21	-11	-5	-6	-1	2	24	-5	4.3
Cc1nc(N)c(C#N)c(-c2ccccc2)c1C	7	5	-5	-4	14	-5	-7	-8	-0.1
CSc1cccc(NC(=S)N2CCCN(Cc3cccc(Cl)c3)C2)c1	10	-7	11	29	15	16	14	-2	7.8
Cn1cc(/C=C(\NC(=O)c2ccccc2)C(=O)N2CCOCC2)c2ccccc21	4	-6	-3	-20	-24	4	-5	-7	0.4
CC(C)(C)c1ccc(NC(=S)NCc2cccnc2)cc1	6	-6	-1	-11	3	-10	11	-4	5.3
CN(C)c1nc2c(N)ncnc2n1C1OC(CO)C(O)C1O (stereo not given)	2	-15	-1	0	/	-12	1	/	0.4
CSc1ccc(CN(C)C(=O)CNC(=O)c2ccc3c(c2)OCO3)cc1	0	9	0	-31	-12	13	-25	0	0.1
CCOc1ccc(NC(=S)NCc2ccc3c(c2)OCO3)cc1	1	6	-1	8	-4	12	-19	1	5.5
CCOC(=O)c1oc2ccccc2c1NC(=O)c1ccc(Cl)s1	1	-4	1	-7	-21	-21	2	-1	0.6
Cc1ccc(-n2cc[nH]c2=S)c(C)c1	2	0	-4	-2	8	18	6	0	4.3
CCCOP(=O)(OCCC)c1c([N+](=O)[O-])cc(C(F)(F)F)cc1[N+](=O)[O-]	9	-7	-3	-4	-20	-6	16	-6	0.2
Cc1ccc(NC(=O)C(=O)NCc2ccncc2)cc1	-1	-15	-3	11	5	-8	10	-10	-0.1
COc1ccc(C(=O)N/N=C(\C)CC(=O)Nc2cccc(C(F)(F)F)c2)cc1	12	0	0	-6	-8	-19	14	-7	1.6
CC(Sc1nc(N)cc(=O)[nH]1)C(=O)NC1CCCCC1 (stereo not given)	4	-11	1	-1	-2	-37	18	-16	0.2
O=C(CCn1c(=O)oc2cc(Cl)ccc21)Nc1ccc(N2CCOCC2)cc1	-1	-3	-3	7	-11	3	4	-5	2.2
CCOC(=O)C1=C(Nc2ccc(OC)cc2)C(N)=NC1=N	0	-5	-3	-2	/	-3	7	/	0.4
CCn1c2ccccc2c2nnc(SCc3ccc(C(=O)OC)o3)nc21	-3	-18	-12	-12	-30	2	13	-5	4.5
N#Cc1c(-c2cccs2)nc(SCc2ccc(Cl)cc2)[nH]c1=O	0	8	-10	15	/	-4	-5	/	1.8

Next section, starting with the last 3 of the part before.
SMILES	TAAR1 agonist	CHO-K1 Ca antag	M1 ag	TAAR1 antag	CHO parental Ca	CHRM1 antagonist	M1 PAM parental	OXTR potentiator	CHO-K1 Ca ag
CCOC(=O)C1=C(Nc2ccc(OC)cc2)C(N)=NC1=N	0	-5	-3	-2	/	-3	7	/	0.4
CCn1c2ccccc2c2nnc(SCc3ccc(C(=O)OC)o3)nc21	-3	-18	-12	-12	-30	2	13	-5	4.5
N#Cc1c(-c2cccs2)nc(SCc2ccc(Cl)cc2)[nH]c1=O	0	8	-10	15	/	-4	-5	/	1.8
O=C(CSC(=S)N1CCOCC1)Nc1nccs1	2	-4	0	-3	-7	-13	8	0	0.4
Cc1cccc(C)c1NC(=O)c1csc(COCCO)n1	7	-8	-1	-28	/	-12	22	/	1.2
Cc1cccc(NC(=O)NNC(=O)c2ccc3ccccc3c2)c1	0	6	-4	-33	/	-4	13	/	1.2
CC(C)c1ccc(NC(=O)Nc2nc(C(N)COCc3ccccc3)cs2)cc1 (stereo not given)	31	0	2	6	/	10	7	/	1.9
C[C@H](NC(=O)C1CCC(CNC(=O)[C@@H]2CCCN2C(=O)OC(C)(C)C)CC1)C(=O)O (stereo not given in full)	-1	-7	1	-5	/	-6	11	/	1.2
COc1cc(NC(=S)NC(=O)c2ccc(C)cc2C)ccc1NC(=O)c1cccs1	7	-7	-2	8	-16	-10	8	-5	0.9
COc1ccc(CC(=O)N(c2ccccc2)c2nc(C)cs2)cc1	0	-3	-10	3	4	6	20	-8	1.3
C=CCn1c(SCC(=O)O)nnc1-c1cccc(Cl)c1	6	-10	0	2	-17	-35	12	-8	-0.3
CCN(C[C@H]1N[C@@](CC)(C(=O)OC)[C@H]2C(=O)N(C)C(=O)[C@@H]12)S(=O)(=O)c1ccccc1	6	-9	0	4	-18	0	-4	1	-0.1
CCN(CC)c1ccc(S(=O)(=O)N2CCOCC2)cc1NC(=O)CN1CCN(Cc2ccccc2)CC1	-1	11	-7	3	-3	30	-23	-8	0.5
CN(CCC1CCCCO1)C(=O)CCc1nnc(CCCCc2ccccc2)o1 (stereo not given)	4	3	-5	-10	-10	-1	2	-18	1.6
CSc1ncnc2c1ncn2CCCNC1CCN(Cc2ccccc2)CC1	2	-5	-13	-23	/	7	19	/	0.6
CCOC(=O)Cn1ncn(-c2ccc(OC(F)(F)F)cc2)c1=O	0	-7	0	12	-6	-6	22	-7	1.4
O=C(CSc1ccccn1)C12CC3CC(CC(C3)C1)C2	5	7	-7	-13	-18	8	5	-6	2.9
COc1ccc(C(=O)Nn2c(SCC(=O)NC3CCCC3)nc3ccccc3c2=O)cc1	16	1	-1	2	-9	-13	8	2	2.2
Cc1ccc2nc(SCc3nc4ccccc4c(=O)[nH]3)[nH]c2c1	9	29*	-6	-5	-29	-8	-16	-1	1.4
CN(CC(=O)Nc1cc(Cl)ccc1-n1cncn1)Cc1ccccc1N1CCOCC1	2	-6	-3	-8	/	2	7	/	1.6
CN(Cc1ccon1)C(=O)CC1C(=O)NCCN1Cc1ccc(Cl)c(F)c1 (stereo not given)	4	-5	-3	-24	-17	-3	-5	-7	0.8
CCOc1ccccc1NC(=O)C(c1ccccc1)N1CCN(C(=O)c2ccco2)CC1 (stereo not given)	11	-19	4	11	-27	-8	23	-3	3.2
Cc1cc(F)ccc1-c1cc(C(=O)NCc2cc(C(F)(F)F)cc(C(F)(F)F)c2)[nH]n1	1	0	-3	-13	/	-11	32	/	2.4
Cc1ccnc(NC(=O)c2cc3c(=O)oc4ccc(C)cc4c3s2)c1	-2	-8	-2	-10	-2	-15	9	-1	0.6
